mIDH1 inhibitor: qHTS for Inhibitors of mutant isocitrate dehydrogenase 1 (IDH1): qHTS | Isocitrate dehydrogenase [NADP] cytoplasmic (Homo sapiens), O75874 | IDH1-R132H enzyme, NADPH consumption, diaphorase/resazurin fluorescence | Potency, µM (series often up to 76.6 µM), inactives show top-dose activity change, negative = inhibition, actives largely listed as inhibitors | 390,000 tested, 0.093% active | AID 602179, 2012; note: % is set by controls: 0 for no effect and ±100 for the full control effect; nearly all actives have a fitted effect of over 65% in size
Target sequence (O75874 whole entry R132H, stated change not applied): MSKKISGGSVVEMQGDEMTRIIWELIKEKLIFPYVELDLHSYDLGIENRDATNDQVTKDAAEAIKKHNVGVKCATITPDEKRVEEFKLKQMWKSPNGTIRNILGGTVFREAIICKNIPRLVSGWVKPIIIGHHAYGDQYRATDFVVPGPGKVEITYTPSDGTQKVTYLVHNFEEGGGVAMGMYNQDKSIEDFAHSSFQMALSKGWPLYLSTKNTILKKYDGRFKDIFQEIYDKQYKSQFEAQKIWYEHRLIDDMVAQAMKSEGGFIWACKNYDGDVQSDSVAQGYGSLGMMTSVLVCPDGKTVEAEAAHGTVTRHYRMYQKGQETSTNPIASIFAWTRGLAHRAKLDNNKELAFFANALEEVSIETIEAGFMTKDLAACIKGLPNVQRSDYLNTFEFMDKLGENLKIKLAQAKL
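IDH1-R132H (0.5 ug/mL dispensed) in pH 7.5 Tris buffer was preincubated 30 min with compound, then given a substrate mix of 0.016 mM NADPH and 2 mM alpha-KG for 80 min at room temperature; remaining NADPH was read by diaphorase/resazurin fluorescence.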
TrxR1 substrate: qHTS Assay for Substrates of Mammalian Selenoprotein Thioredoxin Reductase 1 (TrxR1): qHTS; Potency, µM (series often up to 114 µM), for the others: top-dose activity change, negative = substrate turnover; AID 588456, 2011; purified TrxR1 substrate turnover, NADPH consumption readout; 390,000 tested, 0.01% active; Thioredoxin reductase 1, cytoplasmic (Rattus norvegicus), O89049; note: % is set by controls: 0 for no effect and ±100 for the full control effect; nearly all actives have a fitted effect of over 50% in size
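Rat TrxR1, dispensed at 90 nM, was prereduced with 400 uM NADPH (final) for 5 min at ~22 deg C, then incubated with compound 15 min before 400 uM selenite. A first-read NADPH fluorescence drop versus no-compound background flagged substrates.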
USP1-UAF1 inh: Inhibitors of USP1/UAF1: Primary Screen. recombinant USP1/UAF1, Ub-Rhodamine cleavage fluorescence. AID 743255, 2014. 390,000 tested, 0.23% active. Potency, µM (highest dose often 57.1 µM), for the others: at the highest dose activity change, negative = inhibition, hits mostly inhibitors; note: % is set by controls: 0 for no effect and ±100 for the full control effect; nearly all actives have a fitted effect of over 60% in size; inactives centre near -12
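USP1/UAF1 complex at 1 nM was preincubated with compound for 15 min at room temperature, then Ub-Rho substrate (150nM final) was added. Fluorescence (480/540 nm) was read kinetically, 6 reads every 60 seconds.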
RXFP1 ag: qHTS Assay for Agonists of the Relaxin Receptor RXFP1; AID 2676, 2010; HEK293T-RXFP1 cAMP TR-FRET, 30 min; response scale: percent of porcine relaxin response, buffer zero; Potency, µM (series often up to 57.5 µM), without a hit: at the highest dose activation, most hits filed as activators; 370,000 tested, 0.3% active; Relaxin receptor 1 (Homo sapiens), Q9HBX9; note: % is set by controls: 0 for no effect and ±100 for the full control effect; nearly all actives have a fitted effect of over 60% in size; many of its hits are not listed in these tables
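HEK293T cells stably expressing RXFP1 were pretreated with the PDE4 inhibitor Ro 20174, exposed to compounds for 30 min at 37C, lysed, and cAMP was read by TR-FRET. Data normalized to buffer (basal) and 29 nM porcine relaxin (100%).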
Vif-A3F inh: qHTS for Inhibitors of Vif-A3F Interactions: qHTS; HeLa A3F-eYFP + Vif (tagged APOBEC3F with the HIV-1 protein that degrades it), YFP fluorescence increase; Potency, µM (titrated, usually from 46.1 µM), for inactives: at the top dose activity, negative = active; 390,000 tested, 0.2% active; AID 602313, 2012; note: % of control where 0% means no effect; nearly all actives have a fitted effect of over 65% in size
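HeLa cells stably expressing A3F-eYFP plus Vif, plated and incubated overnight at 37 deg C, then exposed to compounds overnight at 37 deg C. Blocked degradation read as raised yellow fluorescence (Ex 488/Em 500-530).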
RGS4 inhibitor: Inhibitors of Regulator of G Protein Signaling (RGS) 4: qHTS. Transcreener GDP fluorescence polarization, RGS4-accelerated GTP hydrolysis. Potency, µM (series often up to 114 µM), inactives show top-dose activity change, negative = inhibition, usual class: inhibitors. 390,000 tested, 0.039% active; note: % is set by controls: 0 for no effect and ±100 for the full control effect; nearly all actives have a fitted effect of over 75% in size; some results filed as inactive show a strong effect at the top dose
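MLSMR compounds (23 nl, pin-transferred) preincubated 10 min at room temperature with a 500nM (2x) first reagent, then RGS4 at 900nM (2x) plus Transcreener GDP mix added; fluorescence polarization (620/688 nm) read before and after 90 min at 30 °C.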
ALOX12 inh: Primary qHTS assay for inhibitors of human arachidonate 12S-lipoxygenase (ALOX12): Round 2. Polyunsaturated fatty acid lipoxygenase ALOX12 (Homo sapiens), P18054. purified 12hLO, xylenol orange hydroperoxide absorbance. Potency, µM (highest dose often 108 µM), for the others: at the top dose activity change, negative = inhibition, usual class: inhibitors. 580,000 tested, 1.1% active. AID 1671190, 2021; note: % is set by controls: 0 for no effect and ±100 for the full control effect
Target sequence (P18054 whole entry, looked up): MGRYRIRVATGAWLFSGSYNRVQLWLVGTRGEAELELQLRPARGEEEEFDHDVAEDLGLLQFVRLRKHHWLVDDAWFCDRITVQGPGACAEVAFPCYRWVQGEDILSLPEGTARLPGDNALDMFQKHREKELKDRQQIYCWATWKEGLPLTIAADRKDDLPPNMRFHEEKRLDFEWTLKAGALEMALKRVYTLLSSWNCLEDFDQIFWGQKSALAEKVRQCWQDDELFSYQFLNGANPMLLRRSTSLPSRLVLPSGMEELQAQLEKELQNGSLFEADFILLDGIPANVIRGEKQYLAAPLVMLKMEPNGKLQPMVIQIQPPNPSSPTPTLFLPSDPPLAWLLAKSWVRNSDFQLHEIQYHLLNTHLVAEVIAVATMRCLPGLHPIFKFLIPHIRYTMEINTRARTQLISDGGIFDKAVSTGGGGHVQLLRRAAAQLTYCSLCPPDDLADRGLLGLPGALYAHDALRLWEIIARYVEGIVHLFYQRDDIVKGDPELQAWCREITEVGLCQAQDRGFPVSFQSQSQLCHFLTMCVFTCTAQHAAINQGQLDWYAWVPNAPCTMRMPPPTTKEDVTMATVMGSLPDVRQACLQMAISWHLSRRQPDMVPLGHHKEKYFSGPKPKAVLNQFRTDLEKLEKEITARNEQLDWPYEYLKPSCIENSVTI
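Hydroperoxide product was detected by ferrous iron/xylenol orange as the 573 to 405 nm absorbance ratio. Arachidonic acid at 40 uM (final) was turned over for 30 min at room temperature by 150 nM human 12hLO, pH 7.0 Hepes buffer, after 15 min compound preincubation.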
Vif-A3G inh: qHTS for Inhibitors of Vif-A3G Interactions: qHTS; DNA dC->dU-editing enzyme APOBEC-3G (Homo sapiens), Q9HC16; HeLa A3G-eYFP + Vif (tagged APOBEC3G with the HIV-1 protein that degrades it), YFP fluorescence, overnight; AID 602310, 2012; Potency, µM (doses to about 46.1 µM), without a hit: at the top dose activity, negative = active, most hits filed as inhibitors; 410,000 tested, 0.076% active;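 note: % is set by controls: 0 for no effect and ±100 for the full control effect; nearly all actives have a fitted effect of over 60% in size; hits raise eYFP signal because A3G escapes Vif-driven loss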
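HeLa cells stably expressing Vif and C-terminally eYFP-tagged A3G, seeded overnight at 37 deg C, then exposed to compound by pintool overnight at 37 deg C. Rise in yellow fluorescence (Ex 488/Em 500-530, Acumen) marks blocked Vif-driven A3G degradation.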
TrxR1 inh: qHTS Assay for Inhibitors of Mammalian Selenoprotein Thioredoxin Reductase 1 (TrxR1): qHTS; 390,000 tested, 1% active; Thioredoxin reductase 1, cytoplasmic (Rattus norvegicus), O89049; recombinant rTrxR1, NADPH fluorescence consumption, selenite substrate; Potency, µM (doses to about 114 µM), for the others: top-dose activity change, negative = inhibition, hits mostly inhibitors; note: % is set by controls: 0 for no effect and ±100 for the full control effect; nearly all actives have a fitted effect of over 65% in size
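Rat TrxR1 (90 nM in the dispensed reagent) was pre-reduced with 400 uM NADPH for 5 min at room temperature, then incubated with compound for 15 min. After 400 uM selenite was added, NADPH fluorescence (Ex 340/Em 450 nm) was followed for 8 min.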
The depositor's hits bear a star; ? = inconclusive; / = not tested or not shown; & = joins results of further samples; [ ] = remark or other dose. Calls come from the whole dose curve; as a rule, active = well fitted curve in the direction sought with a large enough effect; inconclusive = small, poorly fitted or top-dose-only effect, or another doubt; inactive = no such curve, though single readings can be large; an effect the other way counts as inactive or inconclusive. Potency is the fitted concentration of half-maximal effect. These rows are one share of the data. The share of hits here may be higher or lower than overall.

item	SMILES	mIDH1 inhibitor	TrxR1 substrate	USP1-UAF1 inh	RXFP1 ag	Vif-A3F inh
1	Cc1cccc2c(=O)cc(CSc3ccccc3NC(=O)C(C)C)[nH]c12	15%	0%[57.1 µM]	-9%	0.5%	1%
2	C1CCN(Cc2nnnn2CC2CCCO2)CC1 (stereo not given)	-6%	-5%	-24%	-1.1%	-3%
3	O=C(CN1c2cccc3cccc(c23)S1(=O)=O)N1CCN(c2ccc(F)cc2)CC1	-14%	0%	-24%	0.5%	0%
4	Cc1ccc2occ(CC(=O)Nc3nnc(C(C)C)s3)c2c1	7%	6%	-4%	3.5%	2%
5	CC(C)COc1ccc(C(=O)N/C(=C\c2cccc([N+](=O)[O-])c2)C(=O)O)cc1	-2%	-2%	-1%	1.3%	-2%
6	C/C(CCC(C)C)=N\Nc1ccc(S(N)(=O)=O)cc1[N+](=O)[O-]	3%	-8%	-9%	0.4%	0%
7	COc1cccc(C(=O)NNc2nc(C)cc(C)n2)c1	-1%	-9%	-19%	0.6%	0%
8	Cn1c(=O)c2c(nc(Oc3ccccc3)n2C)n(C)c1=O	8%	-4%	-18%	9.6%&-2.2%	-3%
9	Cc1cc(C)n2nc(SC(C)C(=O)NC3CCCCC3C)nc2n1 (stereo not given)	-1%	10%[57.1 µM]	-7%	2.4%	-2%
10	COc1cccc(C(=O)NC2CCN(CC(=O)Nc3ccccc3Cl)CC2)c1	2%	6%[57.1 µM]	-9%	2.9%	11%
11	COc1cc(C(=O)N2CCCc3ccccc32)c([N+](=O)[O-])cc1OC	7%	-3%	-8%	0.1%	0%
12	CC(=O)Nc1ccc(-c2cn3ccsc3n2)cc1	-4%	2%	-20%	0.1%	0%
13	O=C(OCC(=O)N1CCN(C(=O)c2ccco2)CC1)c1ccccc1C(=O)c1ccc(Cl)cc1	9%	6%	-12%	0.2%	-8%
14	Cc1cccn2c(=O)c3cc(S(=O)(=O)c4ccccc4)c(=N)n(Cc4ccco4)c3nc12	-1%	19%	0%	7.2%	-1%
15	FC(F)(F)c1cc(CCN2CCNC[C@@H]2Cc2ccccc2)cc(C(F)(F)F)c1	16%	17%[57.1 µM]	-16%	/	-2%

item	RGS4 inhibitor	ALOX12 inh	Vif-A3G inh	TrxR1 inh
1	-25%	-7%	2%	12%[57.1 µM]
2	-31%	-18%	1%	-3%
3	12%	-18%	-9%	0%
4	-15%	-13%&-6%	-3%	15%
5	-2%	-5%	0%	11%
6	41%	-8%	-2%	21%
7	-3%	1%	1%	-7%
8	12%	426%[activator]	0%	8%
9	-12%	0%	0%	16%[57.1 µM]
10	3%	16%	1%	-7%[57.1 µM]
11	25%	8%	4%	7%
12	-13%	0%	0%	13%
13	11%	-15%	1%	7%
14	21%	-3%	-1%	-3%
15	7%	-19%	-14%	20%[57.1 µM]

New compounds follow.
item	SMILES	mIDH1 inhibitor	TrxR1 substrate	USP1-UAF1 inh	RXFP1 ag	Vif-A3F inh
16	COc1ccc(-n2nnnc2SCC(=O)N2CCCC2)cc1OC	2%	4%[57.1 µM]	-6%	1.4%	1%
17	CCOC(=O)c1c(S(=O)(=O)Nc2ccccn2)c(C)n(C)c1C	-7%	4%	-23%	1.9%	-26%
18	O=C(O)CNC(=O)c1ccc(Oc2c(F)c(F)c(Oc3ccc(C(=O)NCC(=O)O)cc3)c(F)c2F)cc1	1%	5%[57.1 µM]	-20%	-2.2%	1%
19	Cc1ccc(CNC(=O)c2ccc(CSCc3c(F)cccc3Cl)o2)cc1	40µM*	-2%[57.1 µM]	-7%	2.8%	0%
20	CNc1nc(CCN2C(=O)c3ccccc3C2=O)cs1	1%	0%	-7%	1.6%	-2%
21	CCC(C)C1(C2CCCC2)NC(=O)NC1=O (stereo not given)	-2%	-2%[2.29 µM]	-3%	/	7%
22	CN(CC(=O)Nc1ccc2c(c1)OCO2)S(=O)(=O)c1ccc(F)cc1	-1%	2%[57.1 µM]	1%	2.1%	2%
23	NS(=O)(=O)c1ccc(CNc2ccc3ccccc3n2)cc1	3%	11%	-6%	0.6%	-4%
24	CCOC(=O)c1cc([N+](=O)[O-])c([N+](=O)[O-])cc1NC(C)=O	4%	-5%[57.1 µM]	-19%	-0.3%	0%
25	Cc1ccc(S(=O)(=O)N2C[C@]3(O)C[C@@H]4C(=O)N(c5ccccc5)C(=O)[C@@H]4C[C@]3(OC(=O)NCc3ccccc3)C2)cc1	5%	/	-12%	/	-19%
26	Cc1c(CCC(C)C)c(-n2ccnc2C)n2c(nc3ccccc32)c1C#N	?	17%	-11%	4.3%	-6%
27	O=c1c2sc3ccccc3c2n(Cc2ccccc2F)c(=O)n1-c1ccccc1Cl	5%	26%	-22%	11%	-7%
28	COc1ccc(-c2cc(C(F)(F)F)nc(NCc3ccc(F)cc3)n2)cc1	4%	8%	?	-0.5%	0%
29	COc1ccc(NC(=O)CC2C(=O)N(c3ccc(OC)cc3)C(=O)N2Cc2ccc(OC)c(OC)c2)cc1 (stereo not given)	-4%&14%	-4%&-1%	-24%&-27%	0.5%&-1.0%	-13%&2%
30	CCOc1cc2[nH]c(=S)n(Cc3ccc(C(=O)NCCN(CC)CC)cc3)c(=O)c2cc1OCC	4%	5%	-27%	3.3%	-23%

item	RGS4 inhibitor	ALOX12 inh	Vif-A3G inh	TrxR1 inh
16	5%	6%	2%	15%[57.1 µM]
17	11%	-10%	-5%	14%
18	-26%	10%	-4%	21%[57.1 µM]
19	-4%	?	-13%	3%[57.1 µM]
20	-1%	-4%	-1%	17%
21	2%	-20%	-1%	1%[2.29 µM]
22	-3%	-16%	4%	2%[57.1 µM]
23	-7%	-27%	1%	19%
24	?	-23%	-11%	3.2µM*
25	/	29%	-2%	/
26	13%	31%[activator]	2%	16%
27	8%	-19%	-6%	28%
28	-25%	-13%	-1%	22%
29	4%&-5%	9%&-21%	0%&5%	3%&9%
30	-10%	-43%	-3%	13%

The last 3 records of the part before lead into the next.
item	SMILES	mIDH1 inhibitor	TrxR1 substrate	USP1-UAF1 inh	RXFP1 ag	Vif-A3F inh
28	COc1ccc(-c2cc(C(F)(F)F)nc(NCc3ccc(F)cc3)n2)cc1	4%	8%	?	-0.5%	0%
29	COc1ccc(NC(=O)CC2C(=O)N(c3ccc(OC)cc3)C(=O)N2Cc2ccc(OC)c(OC)c2)cc1 (stereo not given)	-4%&14%	-4%&-1%	-24%&-27%	0.5%&-1.0%	-13%&2%
30	CCOc1cc2[nH]c(=S)n(Cc3ccc(C(=O)NCCN(CC)CC)cc3)c(=O)c2cc1OCC	4%	5%	-27%	3.3%	-23%
31	COc1cccc(C(=O)Nc2c(C(=O)Nc3ccc(F)cc3)oc3ccccc23)c1OC	-4%	10%	-26%	4.0%	-7%
32	COc1ccc(-n2nc(C(=O)NCC(=O)NCCCN3CC(C)CC(C)C3)c3ccccc3c2=O)cc1Cl (stereo not given)	0%	1%	-13%	3.9%	-3%
33	COc1cccc2cc(C(N)=O)/c(=N\NC(=O)c3ccccc3)oc12	4%	3%[57.1 µM]	-10%	0.9%	2%
34	COc1ccc(NC(=O)CNC(=O)Cn2ccc3ccccc3c2=O)c(OC)c1	-7%&-6%	0%&3%	-16%&-17%	0.0%&11%	13%&-8%
35	Cc1cc(Cl)ccc1OCC(=O)NCCOc1nc(N2CCOCC2)nc(N2CCOCC2)n1	0%	-9%	-13%	4.0%	3%
36	Cc1ccc(Nc2nc(-c3sc(C)nc3C)cs2)cc1	-1%	10%	-6%	3.6%	-20%
37	COc1ccc(CNC(=O)c2ccc(NC(=O)N3CCSc4ncccc43)cc2)cc1OC	0%	18%	-5%	0.4%	-9%

item	RGS4 inhibitor	ALOX12 inh	Vif-A3G inh	TrxR1 inh
28	-25%	-13%	-1%	22%
29	4%&-5%	9%&-21%	0%&5%	3%&9%
30	-10%	-43%	-3%	13%
31	2%	-18%	-6%	25%
32	6%	-27%	3%	2%
33	20%	-2%	0%	-1%[57.1 µM]
34	18%&-7%	?	6%&-3%	5%&-3%
35	?	0%	1%	-8%
36	-41%	?	-20%	20%
37	-2%	-23%	-3%	24%

Screening results (PubChem)
